Bioassay records as filed in PubChem BioAssay.
TRPML3 ag = agonists of human TRPML3 channel | 220,000 compounds, 0.29% hits | activation, % at 3 µM | AID 1448 | Q8TDD5 | HEK293 TRPML3-YFP, Fluo-8 calcium fluorescence; 100% = the carbachol control signal;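 active means activation above its plate's cutoff, the mean activation of the plate's test wells plus 3 SD, cut at about 12% in these data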;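 further: 0% = DMSO only wells and 100% = carbachol wells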
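system = HEK293 cells stably carrying human TRPML3-YFP | doses = one concentration, 3 µM nominal, 0.3% DMSO | timing = dye loading 1 h 37 °C then 30 min ambient, 125 s read | detection = Fluo-8 calcium dye fluorescence, ex 470-495, em 515-575 nm | benchmarks = high control carbachol 87 µM, low control DMSO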
TRPN1 ag = agonists of zebrafish TRPN1 channel; HEK293 zebrafish TRPN1-YFP, Fluo-8 calcium fluorescence; 100% = response to 87 µM carbachol; activation, % at 3 µM; 220,000 compounds, 0.18% hits; AID 1424;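 active means activation above its plate's cutoff, the mean activation of test wells on that plate plus 3 SD, cut at about 19% in these data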;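 further: 0% = DMSO alone and 100% = 87 µM carbachol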
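Material: zebrafish TRPN1-YFP in HEK293 cells. Doses: one dose of 3 µM, 0.3% DMSO. Incubation: dye 1 h 37 °C plus 30 min RT. Measured by: intracellular calcium fluorescence with Fluo-8.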
PPC-1+TRAIL kill = compounds killing PPC-1 cancer cells with TRAIL present (potentiator screen, no TRAIL-free arm); cell killing (% activity), % at 4 µM; 220,000 compounds, 0.41% hits; PPC-1 cells + TRAIL, ATPLite viability luminescence; AID 1443;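 active means cell killing above 50% in the first pass at 4 µM, then a duplicate retest at 5 µM averaging 50% or more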;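 further: plate controls were cells with TRAIL plus DMSO for no effect and medium-only wells lacking cells for full effect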
NPY-Y1 antag = NPY-Y1 (human) receptor antagonism | inhibition, % at 3.6 µM | HEK293-CNG Y1 cells, membrane potential fluorescence; NPY at EC95, then isoproterenol | P25929 | 200,000 compounds, 1% hits;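 active means inhibition above the campaign mean inhibition of all tested compounds plus 3 SD, cut at about 20% in these data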;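 further: 0% = DMSO wells given NPY plus isoproterenol and 100% = isoproterenol alone without NPY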
Target sequence (P25929 whole entry, looked up): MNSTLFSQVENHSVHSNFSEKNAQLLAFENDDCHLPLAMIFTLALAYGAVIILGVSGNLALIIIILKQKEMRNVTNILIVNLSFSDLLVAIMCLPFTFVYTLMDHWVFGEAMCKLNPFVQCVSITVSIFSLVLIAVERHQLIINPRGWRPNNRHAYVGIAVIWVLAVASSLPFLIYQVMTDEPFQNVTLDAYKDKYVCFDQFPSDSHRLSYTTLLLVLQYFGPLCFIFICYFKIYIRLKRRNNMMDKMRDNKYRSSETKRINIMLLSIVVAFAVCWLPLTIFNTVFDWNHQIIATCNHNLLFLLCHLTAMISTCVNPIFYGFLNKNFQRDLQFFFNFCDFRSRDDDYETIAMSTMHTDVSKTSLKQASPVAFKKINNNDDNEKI
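Material: HEK293 cells with Y1 receptor plus CNG channel; times: compound incubation 1 h at room temperature, readout 45 min post-stimulation; signal: fluorescence, membrane potential probe; read-out basis: fluorescence ratio normalized to % inhibition between controls; benchmarks: full-block control isoproterenol-only wells, zero-block control NPY plus isoproterenol wells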
EP2 modulator = modulates human prostaglandin E2 receptor EP2 signaling | induction, % at 25 µM | P43116 | EP2-expressing cells, cAMP HTRF FRET, PGE2 co-stimulation | 260,000 compounds, 0.83% hits;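 active means compounds whose cAMP rise, as percent of the full-agonist control response, exceeds 60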;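 further: rat C6 glioma line stably carrying human EP2 under a CMV promoter; the protocol text gives 20 µM as final concentration; 100% = response of wells given 1 µM PGE2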
Target sequence (P43116 whole entry, looked up): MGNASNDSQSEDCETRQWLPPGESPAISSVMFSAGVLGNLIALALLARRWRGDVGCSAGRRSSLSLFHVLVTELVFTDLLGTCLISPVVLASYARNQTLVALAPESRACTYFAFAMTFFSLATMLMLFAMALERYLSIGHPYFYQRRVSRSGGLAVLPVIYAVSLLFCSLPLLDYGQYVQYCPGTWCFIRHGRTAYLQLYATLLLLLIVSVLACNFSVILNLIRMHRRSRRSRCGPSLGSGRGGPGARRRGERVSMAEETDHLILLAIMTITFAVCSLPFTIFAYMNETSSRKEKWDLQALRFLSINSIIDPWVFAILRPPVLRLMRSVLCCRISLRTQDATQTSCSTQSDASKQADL
CHOP inhibitor = blocks CHOP induction under ER stress | CHO-K1 CHOP-promoter luciferase, tunicamycin-induced, 15-18 h | inhibition, % at 10 µM | 220,000 compounds, 3.8% hits | AID 2732;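 active means compounds that reduced the stress-induced luciferase reporter signal by more than about 70% of percent inhibition, limit read from the data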;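 further: 0% = tunicamycin plus vehicle and 100% = wells without tunicamycin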
14-3-3 Bad inh = disrupts binding of bovine 14-3-3 zeta to phospho-Bad peptide; P63103; TR-FRET 14-3-3zeta/Dy647-pBad peptide displacement, 1 h; inhibition, % at 21.7 µM; 220,000 compounds, 0.71% hits;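 active means inhibition above about 70%, limit read from the data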;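 further: 0% = full 14-3-3 plus peptide FRET controls and 100% = background without 14-3-3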
Target sequence (P63103 whole entry, looked up): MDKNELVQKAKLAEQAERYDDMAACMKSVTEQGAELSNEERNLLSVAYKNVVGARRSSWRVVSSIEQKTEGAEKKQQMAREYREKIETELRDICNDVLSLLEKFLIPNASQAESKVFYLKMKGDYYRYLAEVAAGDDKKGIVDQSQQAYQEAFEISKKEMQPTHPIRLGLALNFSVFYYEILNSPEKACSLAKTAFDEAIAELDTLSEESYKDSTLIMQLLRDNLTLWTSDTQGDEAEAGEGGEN
EP2 antag = blocks the human prostaglandin E2 receptor EP2 | P43116 | C6 glioma cells expressing human EP2, cAMP TR-FRET; cells stimulated with saturating PGE2 | inhibition, % at 25 µM | 260,000 compounds, 0.52% hits | AID 1422;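 active means percent inhibition above 40 after rounding to a whole number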;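 further: rat C6 glioma host cells with rolipram phosphodiesterase inhibitor present; the protocol text gives 20 µM as final concentration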
NPY1 pot ag = potentiates or activates human NPY-Y1 receptor. 220,000 compounds, 0.37% hits. AID 1304. P25929. NPY-Y1 expressing cells, potentiator/agonist activation. activation, % at 3.6 µM; in the data active means activation above about 33%, passing the limit was not always enough;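 further: cells stimulated with NPY at EC10 then isoproterenol at EC100; 0% = low agonist plus stimulus and 100% = saturating agonist plus stimulus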
* hit, by the source's call; x = not tested or not shown; & = joins results of further samples; [ ] = dose if it differs, or a comment.

cpd	SMILES	EP2 antag	EP2 modulator	CHOP inhibitor	NPY1 pot ag	PPC-1+TRAIL kill	NPY-Y1 antag	TRPN1 ag	TRPML3 ag	14-3-3 Bad inh
1	Cc1cccn2cc(CCNC(=O)Cc3cccs3)nc12	11	1	0	11	10	x	0.1	0.9	-6
2	CCOC(=O)c1ccc(N2C(=O)CC(Sc3nnc(C)s3)C2=O)cc1 (configuration not stated)	10	-3	-25	-15	6	-3	0.0	-0.8	4
3	Cc1ccc(C(=O)NC(Cc2c[nH]c3ccccc23)C(=O)O)o1 (configuration not stated)	8	18	-1	-11	8	4	1.5	1.1	-3[fluorescence artefact?]
4	Cc1ccc(CNc2cnn(C34CC5CC(CC(C5)C3)C4)c(=O)c2Cl)cc1	6	20	61	10	-5	-5	-2.1	0.3	-4[fluorescence artefact?]
5	C#CCOCCOCCOCCNc1nc(N2CCN(C(=O)[C@H](CCCCN)n3cc([C@@H](N)CO)nn3)CC2)nc(N2CCN(C(=O)[C@H](Cc3cc4ccccc4[nH]3)n3cc([C@@H](N)Cc4ccc(O)cc4)nn3)CC2)n1	x	-6	-9	2	-8	-5	1.9	0.9	30
6	CN(C)C(=O)COc1ccc(Br)cc1	9	24	2	-6	21	-2	1.3	1.0	4
7	COC(=O)c1ccccc1NC(=O)CSc1ncccn1	4	7	-6	-17	25	x	0.0	0.5	-4
8	Cc1ccc(C(=O)O)cc1NC(=O)c1ccc(Cn2nc(C)c(Cl)c2C)o1	6	31	8	18	-14	2	0.0	1.4	-16
9	CC(=O)OCC(=O)NCc1ccc2c(c1)OCO2	10	19	16	1	4	-3	-0.1	0.0	-16[fluorescence artefact?]
10	COc1ccccc1/C=C/C=c1\sc2nc(=O)c(Cc3ccccc3)nn2c1=O	9	-32	-11	2	7	x	-1.2	0.2	3
11	CCOC(=O)N1CCC(NC(=O)c2cnc3n(c2=O)CCS3)CC1	13	7	16	5	21	-3	1.1	0.8	1
12	COc1ccc(-c2nnn(Cc3nc(N)nc(N4CCOCC4)n3)n2)cc1OC	-3	-28	-2	-5	8	3	-0.1	-0.2	4
13	CCOCCCNC(=O)C(NC(=O)CC1NC(=O)NC1=O)c1ccc(Cl)cc1 (configuration not stated)	10	-4	-13	9	-1	1	-0.1	-0.2	14[fluorescence artefact?]
14	CN(C)S(=O)(=O)c1ccc2c(c1)c(=O)c(C(=O)N1CCOCC1)cn2C	8	4	-5	-12	20	-4	0.4	0.4	0
15	O=C(Nc1ccccc1N1CCN(C(=O)c2ccc(Cl)cc2)CC1)c1cccnc1	10	7	5	-3	-9	1	3.3	0.4	-6
16	C/C(=N\NC(=O)c1ccccc1)c1ccc(NC(=O)c2cccs2)cc1	2	7	-11	-7	18	-1	1.6	0.3	7
17	COCCNC(=O)C(=O)NNS(=O)(=O)c1ccc(Cl)cc1	6	15	22	3	11	0	1.1	0.4	-3
18	Fc1cccc(Cl)c1CSc1nnc(COc2cccc3cccnc23)o1	12	-31	-14	-28	-24	2	-0.8	0.2	11
19	O=C(Nc1nc2ccc3ccccc3c2s1)c1ccc(N2CCCCC2)c([N+](=O)[O-])c1	4	-2	-20	-3	11	0	0.7	0.5	-1
20	CCOC(=O)N1CCN(c2nnnn2-c2ccccc2)CC1	7	16	-26	-28	-1	2	0.6	0.1	-8

cpd	SMILES	EP2 antag	EP2 modulator	CHOP inhibitor	NPY1 pot ag	PPC-1+TRAIL kill	NPY-Y1 antag	TRPN1 ag	TRPML3 ag	14-3-3 Bad inh
21	N#Cc1cnn(Cc2ccc(Cl)cc2)c1N	4	15	15	-1	-5	6	0.2	-1.1	2
22	CC(C)C(=O)N(c1ccc2oc(=O)sc2c1)S(=O)(=O)c1cccs1	14	40	22	15	-4	-1	-1.6	-0.6	-11
23	CCCN=C1N/C(=C\c2ccco2)C(=O)N1c1ccccc1	16	19	-3	-22	35	1	0.4	0.9	-11[fluorescence artefact?]
24	Cc1ccc(-n2nc3c4c(cccc4c2=O)-c2ccccc2-3)cc1	8	43	49	22	21	-4	0.1	0.2	10
25	CC(/C=N/n1c(-c2ccccc2)n[nH]c1=S)=C\c1ccco1	8	3	53	17	22	-2	-1.2	-1.2	8[fluorescence artefact?]
26	O=Cc1ccc(OCC(=O)Nc2ccccc2-c2ccccc2)cc1	5	44	11	10	5	0	-2.0	0.0	-5
27	COc1cccc(N2CCN(C3CC(=O)N(c4ccc(Cl)c(Cl)c4)C3=O)CC2)c1 (configuration not stated)	10	-38	-2	-1	-7	3	-0.8	0.5	-11[fluorescence artefact?]
28	O=C(N/N=C/c1ccco1)c1cc(Br)ccc1OCc1ccccc1	6	18	28	-53	-5	10	-2.0	-1.6	-2
29	Cc1cccc(NC(=O)CSc2nc(C)c(CC(=O)c3ccc(Br)cc3)c(C)c2C#N)c1C	24	18	103*	12	-2	3	-0.5	0.9	-7[fluorescence artefact?]
30	CC(C)(C)C(=O)NC(=S)Nc1ccccn1	6	12	-7	1	-21	-2	1.2	0.3	-1
31	Cc1cccc(NC(=S)N2CCCC(c3nc4ccccc4[nH]3)C2)c1 (configuration not stated)	4	-45	-8	-2	-2	-2	-0.3	0.3	1
32	CC(=O)c1ccc(N2CCN(C(=O)c3ccc4c(=O)n(-c5ccccc5)c(=O)[nH]c4c3)CC2)cc1	7	-1	-9	0	18	-12	1.6	0.8	16[fluorescence artefact?]
33	CCC(CC)C(=O)NCc1ccc(Cl)cc1	5	10	18	8	11	-3	-1.5	0.5	-9
34	O=C(CSc1nc2nn(-c3ccccc3)c(=O)c-2c2n1CCCCC2)NCCCc1ccccc1	6	-67	-17	1	3	11	-1.3	-0.2	-4
35	CC(C)(CC(=O)O)CC(=O)Nc1ccc(Oc2ccc(C(C)(C)C)cc2)nc1	8	-6	8	5	28	x	1.9	0.9	-19
36	O=C(NNC(=O)c1cccnc1)Nc1ccccc1	11&8	11&2	8	10	27	5	-0.3	0.5	-13
37	Cc1c(CN2CCC(CO)(CCOc3ccccc3)CC2)c(=O)n(-c2ccccc2)n1C	6	7	1	7	4	3	-0.6	0.3	-9
38	Cc1nc(-c2ccccc2)sc1-c1nnc(C2CC2)o1	12	-19	-10	-3	26	x	-2.3	-0.9	2
39	C/C(=N\Nc1nc(N)cc(Cl)n1)c1ccc(F)cc1	8	-38	10	14	-2	2	0.3	0.0	-13
40	COC(=O)C1=C(C)NC2=C(C(=O)CCC2)C1c1cccs1 (configuration not stated)	2	1	7	13	4	1	-1.0	0.3	0[fluorescence artefact?]

cpd	SMILES	EP2 antag	EP2 modulator	CHOP inhibitor	NPY1 pot ag	PPC-1+TRAIL kill	NPY-Y1 antag	TRPN1 ag	TRPML3 ag	14-3-3 Bad inh
41	CC(C)OC(=O)CSc1nnc(-c2ccccn2)n1N	5	17	16	18	2	x	0.9	0.9	-4
42	C=CCn1c(O)c(N=NC(=O)CNC(=O)c2cccs2)c2ccccc21	5	-4	21	-10	33	4	-0.8	0.1	-24
43	Cc1sc2nc(SCC(=O)N3CCCCC3)[nH]c(=O)c2c1C	27	14	45	3	3	-2	0.8	0.5	5
44	C/C=C\C(=O)Nc1cccc(C2=NOC3(C2)C[C@H](C(N)=O)N(C(=O)[C@H]2CCC(=O)N2)C3)c1 (some centres not stated)	2	-19	-1	x	8	x	x	x	1
45	CC(C)(C)c1ccc(C(=O)Nc2cccc([N+](=O)[O-])c2)cc1	9	-69	51	11	39	1	-0.4	0.5	-5
46	Cc1cccc(-n2ncc3c(N4CCCC4)ncnc32)c1	11	-14	16	16	44	3	0.9	0.4	0
47	CC(C)C(=O)N1CCN(c2ccc(NC(=O)c3cccs3)cc2)CC1	15&9	-43&-5	-8	-19	24	-3	-0.6	0.4	-8
48	Cn1c(=O)n(CCN2CCOCC2)c(=O)c2c1nc1n2CCN1c1ccccc1	x	x	x	0	x	3	-1.1	0.3	x
49	O=C(NC1CCCC1)c1ccc(S(=O)(=O)N2CCCC2)cc1	7	-2	-14	-6	9	0	2.8	1.6	2
50	COc1cccc(/C=C2\CCc3ccccc3C2=O)c1	3	8	-14	-5	-6	x	-1.0	-0.3	0
51	O=C(CSC1CCCCC1)N1CCN(c2ccccc2)CC1	x	-4	46	15	4	1	1.4	0.5	63[fluorescence artefact?]
52	O=c1cn[nH]c2ccccc12	7	10	-3	27	0	x	-1.0	-0.2	5
53	Cc1c(Cl)c(C(=O)NC2CCCC2)nn1C	11	-4	10	-16	16	-3	-0.4	0.5	4[fluorescence artefact?]
54	COc1cc(/C=N/NC(=O)c2cccs2)ccc1O	10	1	-9	27	6	x	0.7	0.7	3
55	Cn1nc(C(=O)OCC(=O)Nc2ccc(S(N)(=O)=O)cc2)c2ccccc2c1=O	6	-4	1	0	16	x	2.0	0.9	-1
56	Cc1ccc(O)c(N=Nc2ccc(S(=O)(=O)N3CCCC3)cc2)c1	8	-14	-38	45*	4	x	0.5	-0.2	-8
57	Cc1cc(C(=O)N/N=C/c2cc([N+](=O)[O-])ccc2O)c2ccccc2n1	12	-16	71*	1	19	8	0.1	0.7	3[fluorescence artefact?]
58	CCOc1ccc(-c2noc(-c3ccncc3)n2)cc1OCC	10	-19	19	32	17	-2	-1.1	-0.4	8

Exported screen by screen: entries from further up.
1: Cc1cccn2cc(CCNC(=O)Cc3cccs3)nc12
2: CCOC(=O)c1ccc(N2C(=O)CC(Sc3nnc(C)s3)C2=O)cc1 (configuration not stated)
3: Cc1ccc(C(=O)NC(Cc2c[nH]c3ccccc23)C(=O)O)o1 (configuration not stated)
4: Cc1ccc(CNc2cnn(C34CC5CC(CC(C5)C3)C4)c(=O)c2Cl)cc1
5: C#CCOCCOCCOCCNc1nc(N2CCN(C(=O)[C@H](CCCCN)n3cc([C@@H](N)CO)nn3)CC2)nc(N2CCN(C(=O)[C@H](Cc3cc4ccccc4[nH]3)n3cc([C@@H](N)Cc4ccc(O)cc4)nn3)CC2)n1
6: CN(C)C(=O)COc1ccc(Br)cc1
7: COC(=O)c1ccccc1NC(=O)CSc1ncccn1
8: Cc1ccc(C(=O)O)cc1NC(=O)c1ccc(Cn2nc(C)c(Cl)c2C)o1

Assay by compound	1	2	3	4	5	6	7	8
EP2 antag	11	10	8	6	x	9	4	6
EP2 modulator	1	-3	18	20	-6	24	7	31
CHOP inhibitor	0	-25	-1	61	-9	2	-6	8
NPY1 pot ag	11	-15	-11	10	2	-6	-17	18
PPC-1+TRAIL kill	10	6	8	-5	-8	21	25	-14
NPY-Y1 antag	x	-3	4	-5	-5	-2	x	2
TRPN1 ag	0.1	0.0	1.5	-2.1	1.9	1.3	0.0	0.0
TRPML3 ag	0.9	-0.8	1.1	0.3	0.9	1.0	0.5	1.4
14-3-3 Bad inh	-6	4	-3[fluorescence artefact?]	-4[fluorescence artefact?]	30	4	-4	-16

The list is partial; the hit share may differ from the screen's.
